Assay outcomes deposited in PubChem BioAssay by several laboratories.
MEKK3 PB1 HTS – MEKK3-MEK5 PB1 interaction, increase or decrease; Q99759; bead-based flow cytometry, Alexa488-MEK5 binding to MEKK3; actives lie on both sides; 0 = blocked by unlabeled MEK5, 100 = vehicle; binding response (% of control), % at 10 µM; 290,000 tested, 1.4% active;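 active means binding response more than 3 SD above or below the average of its plate-row segment, actives on both sides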;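 further: Alexa488 bead fluorescence after subtracting the streptavidin-only scavenger bead signal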
IDE act – IDE (human) activation, cell-based | P14735 | HEK cells, FAbeta-B cleavage, fluorescence polarization; 0% vehicle, 100% cell-free pure enzyme wells | activation, % at 5.96 µM | 340,000 tested, 0.073% active | AID 493087;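 active means activation above the mean of all tested compounds plus 3 SD, set per screening campaign, cut at about 17% in these data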
p-CIP stab down – compounds decreasing mouse p/CIP protein stability. Q05BA5. F442A p/CIP-EGFP cells, EGFP fluorescence, 16 h. decrease of EGFP signal, % at 10 µM. 290,000 tested, 0.01% active. AID 1984;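 active means EGFP signal decrease of at least 30% at 10 µM or well 3 SD below plate mean, unless failing retest; inactive means the rest, including hits failing retest or dose response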; further: some compounds called inactive have numbers as strong as hits; many of its hits are not listed in these tables
CRFBP-R2 block – CRF-BP/CRF-R2 complex antagonism; HEK293 CRF-R2/CRF-BP, CRF-induced calcium fluorescence; inhibition, % at 11.8 µM; 350,000 tested, 0.59% active; AID 588475;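 active means inhibition of the ligand-induced calcium signal above about 50% at the single tested concentration, limit read from the data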
GalR3 antag – antagonists of human GalR3; O60755; HEK293 GalR3-CNG cAMP membrane potential fluorescence; galR3 body fused to GalR1 C-terminus; inhibition, % at 3 µM; 360,000 tested, 0.44% active;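 active means inhibition above the screen-wide average plus 3 SD, cut at about 13% in these data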;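 further: forskolin and galanin both at EC90 stimulate the cells; cAMP rise reported by CNG channel membrane potential dye signal; 0% = forskolin plus galanin with DMSO and 100% = forskolin alone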
Target sequence (O60755 1-299 limits assumed): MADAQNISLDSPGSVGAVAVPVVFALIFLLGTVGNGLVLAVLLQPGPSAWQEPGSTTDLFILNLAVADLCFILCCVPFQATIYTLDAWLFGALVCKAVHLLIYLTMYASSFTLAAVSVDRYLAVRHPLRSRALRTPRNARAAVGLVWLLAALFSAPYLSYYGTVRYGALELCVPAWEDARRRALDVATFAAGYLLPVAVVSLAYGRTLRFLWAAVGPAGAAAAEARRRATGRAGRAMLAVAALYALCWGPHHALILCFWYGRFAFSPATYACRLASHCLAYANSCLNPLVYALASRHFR
PHOSPHO1 inh – blocks human PHOSPHO1 phosphatase activity | Q8TCT1 | recombinant PHOSPHO1, absorbance phosphatase assay | inhibition, % at 13.3 µM | 290,000 tested, 1.1% active; in the data active means inhibition above about 60%
Target sequence (Q8TCT1 whole entry, looked up): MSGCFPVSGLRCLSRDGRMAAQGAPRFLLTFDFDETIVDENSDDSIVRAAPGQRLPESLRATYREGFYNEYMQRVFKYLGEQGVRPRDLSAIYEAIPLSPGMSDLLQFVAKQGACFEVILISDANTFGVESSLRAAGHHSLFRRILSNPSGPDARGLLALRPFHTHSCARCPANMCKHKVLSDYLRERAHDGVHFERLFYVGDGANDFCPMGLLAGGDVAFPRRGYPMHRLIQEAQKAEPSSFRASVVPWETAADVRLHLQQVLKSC
IDE cell inh – cellular human IDE inhibition. HEK cells, FAbetaB cleavage, fluorescence polarization. inhibition, % at 5.59 µM. AID 434962. 320,000 tested, 0.41% active. P14735;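 active means percent inhibition above the average of all tested compounds plus 3 SD, set per screening campaign, cut at about 16% in these data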;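 further: IDE supplied by intact live HEK cells; FP after avidin binding of uncleaved biotin substrate so inhibition keeps polarization high; 0% = DMSO wells and 100% = 60 µM reference IDE inhibitor Ii1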
CRFBP-R2 agonist – agonists of human CRF-binding protein/CRF-R2 receptor complex; 350,000 tested, 0.46% active; activation, % at 13.2 µM; HEK293 CRF-R2/CRF-BP, calcium dye fluorescence (FLIPR); percent of saturating CRF peptide response;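 active means activation of at least 50%, plus an integration ratio under a set limit after plate pattern correction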;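 further: plate controls were neutral control wells without compound for no effect and CRF at EC100 for full effect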
CHRM4 PAM – CHRM4 positive allosteric modulation; P08173; CHO-K1 hM4/Gqi5, Fluo-8 calcium fluorescence, ACh EC20; 0% = ACh EC20, 100% = maximal ACh; activation, % at 3 µM; 360,000 tested, 0.4% active; AID 624126;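 active means activation above its plate's cutoff, the mean activation of sample wells plus 3 SD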; further: some results filed as inactive read as strong as hits
Target sequence (P08173 whole entry, looked up): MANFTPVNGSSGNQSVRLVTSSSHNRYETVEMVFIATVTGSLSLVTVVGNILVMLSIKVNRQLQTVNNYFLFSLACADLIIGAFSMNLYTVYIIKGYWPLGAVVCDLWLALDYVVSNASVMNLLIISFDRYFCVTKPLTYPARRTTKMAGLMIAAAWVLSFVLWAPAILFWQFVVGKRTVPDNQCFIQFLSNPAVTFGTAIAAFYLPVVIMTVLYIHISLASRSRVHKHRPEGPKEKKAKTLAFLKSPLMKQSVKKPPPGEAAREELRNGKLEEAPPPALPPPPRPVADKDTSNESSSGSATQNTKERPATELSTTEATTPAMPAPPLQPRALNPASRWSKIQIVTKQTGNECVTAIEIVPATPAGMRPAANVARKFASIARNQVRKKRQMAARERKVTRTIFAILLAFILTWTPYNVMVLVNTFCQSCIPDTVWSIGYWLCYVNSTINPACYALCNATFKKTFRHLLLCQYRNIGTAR
Active calls of the source: *; . = no result given.

Sample of the layout:
SMILES	MEKK3 PB1 HTS	IDE act	p-CIP stab down	CRFBP-R2 block	GalR3 antag	PHOSPHO1 inh	IDE cell inh	CRFBP-R2 agonist	CHRM4 PAM
COc1cc(C(=O)N(C)CC2CCN(CCc3cccc(C(F)(F)F)c3)CC2)ccc1C	107	2	-1	1	-14	24	4	-0.7	-13
CCCn1c2ccccc2c2nc3ccccc3nc21	99	4	-7	-12	-5	-22	6	5.0	1

The whole of this part, repeating the preview:
SMILES	MEKK3 PB1 HTS	IDE act	p-CIP stab down	CRFBP-R2 block	GalR3 antag	PHOSPHO1 inh	IDE cell inh	CRFBP-R2 agonist	CHRM4 PAM
COc1cc(C(=O)N(C)CC2CCN(CCc3cccc(C(F)(F)F)c3)CC2)ccc1C	107	2	-1	1	-14	24	4	-0.7	-13
CCCn1c2ccccc2c2nc3ccccc3nc21	99	4	-7	-12	-5	-22	6	5.0	1
CCCCCSc1nnc2c(n1)OC(c1cccn1C)N(C(C)=O)c1ccccc1-2 (centres undefined)	100	-1	-11	-22	-3	9	-5	-4.4	-8
C=C1CCC[C@]2(C)C[C@H]3OC(=O)C(CN4CC(C)OC(C)C4)[C@H]3C[C@@H]12 (some centres undefined)	107	-4	-13	9	-9	.	1	-1.4	5
O=C(NCCc1ccc(F)cc1)C1CCN(C(=O)Nc2ccccc2)CC1	.	5	.	-9	-1	.	-2	0.3	5
O=Cc1c(NCc2ccc(F)cc2)c2ccccc2[nH]c1=O	103	3	0	39	-9	.	2	-0.8	0
Cc1nc(SCC(=O)Nc2cc(C(N)=O)cc(C(N)=O)c2)c2c(C)c(C)sc2n1	101	-8	5	12	-1	14	11	3.6	5
O=C(O)CCNS(=O)(=O)c1ccccc1	101	-2	-12	2	-2	-28	3	-1.9	2
O=C(CN1CCCc2ccccc21)NC(=O)NCc1ccccc1	99	2	-2	-12	1	6	1	0.6	0
CC(=O)N(C)c1ccc(NC(=O)CCN2C(=O)c3ccccc3C2=O)cc1	94	3	-4	18	-10	14	2	-1.4	-1
CS(=O)(=O)N1CCc2cc(C(=O)Nc3cccc([N+](=O)[O-])c3)ccc21	100	3	-2	-8	1	-2	-2	-2.6	1
Cc1cccc(NC(=O)CCNS(=O)(=O)c2ccc(Cl)cc2)c1	96	1	6	-17	-5	10	3	1.7	-4
Cc1ccc(NC(=O)CSc2ncnc3ccccc23)cc1S(=O)(=O)N1CCOCC1	84	-14	-13	0	-6	24	5	-3.6	-19
S=C(c1ccc(-c2cccc(Cl)c2)o1)N1CCCCC1	102	-3	-12	-11	-4	12	-1	0.8	-4
CN(C)C(=O)/C(=C/c1ccc(-c2cccc([N+](=O)[O-])c2)o1)NC(=O)c1ccccc1	102	5	2	23	-9	3	10	0.2	0

Reprinted from the results shown for reference:
SMILES	MEKK3 PB1 HTS	IDE act	p-CIP stab down	CRFBP-R2 block	GalR3 antag	PHOSPHO1 inh	IDE cell inh	CRFBP-R2 agonist	CHRM4 PAM
O=C(NCCc1ccc(F)cc1)C1CCN(C(=O)Nc2ccccc2)CC1	.	5	.	-9	-1	.	-2	0.3	5
O=Cc1c(NCc2ccc(F)cc2)c2ccccc2[nH]c1=O	103	3	0	39	-9	.	2	-0.8	0
Cc1nc(SCC(=O)Nc2cc(C(N)=O)cc(C(N)=O)c2)c2c(C)c(C)sc2n1	101	-8	5	12	-1	14	11	3.6	5
O=C(O)CCNS(=O)(=O)c1ccccc1	101	-2	-12	2	-2	-28	3	-1.9	2
O=C(CN1CCCc2ccccc21)NC(=O)NCc1ccccc1	99	2	-2	-12	1	6	1	0.6	0
CC(=O)N(C)c1ccc(NC(=O)CCN2C(=O)c3ccccc3C2=O)cc1	94	3	-4	18	-10	14	2	-1.4	-1
CS(=O)(=O)N1CCc2cc(C(=O)Nc3cccc([N+](=O)[O-])c3)ccc21	100	3	-2	-8	1	-2	-2	-2.6	1
Cc1cccc(NC(=O)CCNS(=O)(=O)c2ccc(Cl)cc2)c1	96	1	6	-17	-5	10	3	1.7	-4
Cc1ccc(NC(=O)CSc2ncnc3ccccc23)cc1S(=O)(=O)N1CCOCC1	84	-14	-13	0	-6	24	5	-3.6	-19
S=C(c1ccc(-c2cccc(Cl)c2)o1)N1CCCCC1	102	-3	-12	-11	-4	12	-1	0.8	-4
CN(C)C(=O)/C(=C/c1ccc(-c2cccc([N+](=O)[O-])c2)o1)NC(=O)c1ccccc1	102	5	2	23	-9	3	10	0.2	0

Next section.
SMILES	MEKK3 PB1 HTS	IDE act	p-CIP stab down	CRFBP-R2 block	GalR3 antag	PHOSPHO1 inh	IDE cell inh	CRFBP-R2 agonist	CHRM4 PAM
O=C(Oc1ccccc1)N1CCN(C(=O)c2ccco2)CC1	102	2	-3	7	-10	45	.	-1.6	2
Cc1cccc(NC(=O)CN2CCc3cc4c(cc3C2)OCCCO4)c1	100	-1	-14	9	1	33	6	0.8	-8
CN(Cc1ccccc1)C(=O)C1CCC(CNS(=O)(=O)c2cccc3cccnc23)CC1 (centres undefined)	131*	1	-4	2	-1	32	-3	-2.2	-10
COc1ccc(Cl)cc1NC(=O)CN(C)C(=O)c1ccc(N2CCCCC2)c([N+](=O)[O-])c1	.	0	.	-3	-4	.	8	2.1	4
Cc1cc(C)n2nc(SCC(=O)NC3(C#N)CCCCC3)nc2n1	.	.	.	1	-7	.	.	-0.4	3
CCc1ccc2c(c1)cc(CN(Cc1ccco1)C(C)=O)c1nnnn12	72	2	-4	-22	-3	53	-3	-0.7	0
CCN(CC)S(=O)(=O)c1ccc(N2CCOCC2)c(NC(=O)c2cc([N+](=O)[O-])ccc2Cl)c1	108	2	-10	6	-4	40	-8	0.2	-2
CCOC(=O)C1CCN(C(=O)c2cc3cc(Cl)ccc3[nH]2)CC1	103	-2	5	-4	-11	42	5	-1.0	5
O=C(O)C1C2C=CC(C2)C1C(=O)Nc1cccc(F)c1 (centres undefined)	101	0	-11	7	-2	35	0	1.8	-7
O=c1c2[nH]cnc2n(-c2cccc(F)c2)c(=O)n1Cc1ccccc1	101	0	-12	-4	-6	42	2	-2.5	1
COc1ccc(/C(N)=N/OC(=O)c2cccc([N+](=O)[O-])c2)cc1OC	76	-1	-9	-5	0	6	-3	-3.0	13
O=C(c1ccc2c(c1)OCO2)N1CCc2ccccc21	101	1	-20	-4	-9	26	2	-1.3	-2
O=C(c1ccccc1-c1ccccc1)N1CCOCC1	99	4	6	21	-1	-8	1	-2.3	7
Cc1ccccc1NC(=O)C(C)SCc1ccccc1 (centres undefined)	99	-3	-4	3	-10	27	-3	0.3	0
COc1cccc(/C=C/C(=O)Nc2ccc3c(c2)OCCO3)c1	97	-5	-4	-8	-7	21	5	-1.1	-9
CCC(C(=O)OCC(=O)c1ccc2c(c1)NC(=O)CO2)c1ccccc1 (centres undefined)	88	2	-2	-5	-3	24	5	0.6	-14
CS(=O)(=O)Nc1nnc(SCC(=O)N(c2ccccc2)c2ccccc2)s1	124	4	-2	-9	-3	-2	1	-2.4	1
NC(=O)c1ccc(NC(=O)CCCN2C(=O)c3ccccc3C2=O)cc1	101	9	-7	-6	3	-2	0	0.5	2
Cc1c(C#N)c(N)nc2c3c(sc12)NC(=O)CC3c1ccc(Cl)cc1 (centres undefined)	104	5	6	40	25*	-9	-2	-2.5	2
CCOc1ccc(S(=O)(=O)N2CCC(C(=O)OC(C)C(=O)N(C)C3CCCCC3)CC2)cc1 (centres undefined)	110	4	-3	26	0	34	-4	-1.9	-3
COc1ccc2[nH]c(=O)c(CN(CCN(C)C)C(=O)NCc3ccccc3)cc2c1	105	-1	-1	8	.	11	2	0.8	2
O=C(COc1ccccc1[N+](=O)[O-])Nc1cccc(S(=O)(=O)N2CCCC2)c1	.	-3	.	1	6	.	3	-0.9	-9
Cc1ccc(NC(=O)c2c([N+](=O)[O-])c(C(C)(C)C)nn2C)c(C)c1	137*	3	0	-11	6	-4	8	1.2	1
C/C(=N\NC(=O)c1ccncc1)c1cccc(NC(=O)c2ccc(Cl)s2)c1	101	-6	1	-4	-4	-21	.	-0.8	2
CCOC(=O)C1=C(C)NC(C)=C(C(=O)OCC)C1C(=O)OCC(=O)NCc1ccccc1OC	.	6	.	1	3	.	-4	1.2	5
COc1ccc(CN2CCNC(=O)C2CC(=O)NCCC2=CCCCC2)cc1OC (centres undefined)	96	3	-6	8	-4	37	-2	-0.4	-5
CCCCn1c(SCC(=O)Nc2cc(C(F)(F)F)cc(C(F)(F)F)c2)nnc1C(CC)N(C)C (centres undefined)	104	6	-4	-35	1	4	-2	4.2	6
Cc1nn(CC(=O)c2ccc3c(c2)OCCO3)c(=O)c(C#N)c1C	.	-2	.	14	-7	.	-2	-1.9	1
Cc1cc(C(=O)NN=C2CCCCCC2)c(C)o1	106	12	-12	-5	-1	20	5	1.9	0
CCOc1ccc(C(C)(C)C)cc1S(=O)(=O)Nc1ccncc1	104	-3	2	0	-10	.	-3	0.1	-1
COc1ccc(N2CCN(CC(=O)Nc3nc4c(s3)CC(C)CC4)CC2)cc1 (centres undefined)	101	7	-7	-14	-2	23	-3	-3.2	13
O=C1c2ccccc2NC(c2ccc(Cl)cc2Cl)N1O (centres undefined)	99	8	2	-8	-2	2	-4	0.3	11
COc1ccccc1C(=O)Nc1ccc(Br)c2cccnc12	103	1	-3	0	-8	39	7	-0.3	-3
CC1CC(C)(C)CC2(C1)NC(=O)N(CC(=O)N1CCN(S(=O)(=O)c3cccs3)CC1)C2=O (centres undefined)	.	0	.	-4	0	.	-1	-2.4	0
O=C1CCCN1c1ccc(S(=O)(=O)Oc2cccc(Cl)c2)cc1[N+](=O)[O-]	106	6	-10	16	-4	-1	2	1.6	10
CC(=O)c1ccc(NC(=O)Cn2cnc(S(=O)(=O)N3CCCC3)c2)cc1	99	5	-5	5	.	42	7	0.2	-7
Cc1cn([C@H]2C[C@H](O)[C@@H](CNC(=O)[C@H](N)Cc3cccnc3)O2)c(=O)[nH]c1=O	.	.	.	-14	-6	.	.	-0.2	6
Cn1cccc1C(=O)OCC(=O)NCCCc1ccccc1	.	4	.	7	-3	.	4	-1.0	0
CNc1ccccc1-c1nc2ccccc2n(C)c1=O	99	-1	-1	3	-3	39	-2	-1.4	0
O=C(CN1CCN(c2ccccn2)CC1)Nc1ccc(F)cc1	105	-2	9	10	-6	17	6	2.0	-6
O=C(COc1ccc(Cl)cc1)Nc1ccccc1CO	104	2	-5	-13	-1	9	5	-0.2	5
COCC(=O)N1CCC(Oc2ccc(C(=O)NC(C)c3csc(C)n3)cc2)CC1 (centres undefined)	96	2	8	-8	-7	26	6	1.0	3
CCOC(=O)C(=CNc1nc(-c2ccccc2)c(C(=O)Nc2ccc(-c3ccccc3)cc2)s1)C(=O)OCC	100	2	-1	-12	1	38	1	4.7	2
C/C(=N/NC(=O)c1ccccc1)C(=O)O	95	3	-6	14	2	49	0	1.9	2
Cc1ccc(Nc2cc(-n3nc(C)cc3C)ncn2)cc1	108	4	0	-11	3	11	1	-1.0	2
Cc1cc(C)c(C(=O)COC(=O)c2ccc(NC(=O)CC#N)cc2)cc1C	105	-1	-7	0	-3	39	0	8.7	-11
CC1CCCN(c2nc3ccsc3c(=O)s2)C1 (centres undefined)	94	5	2	13	-6	-1	2	-2.4	-29
